SUMO1-SIM PPI: modulators of SUMO1 protein-protein interactions, primary screen, biochemical, uHTS | SUMO1 binding to a labelled peptide, TR-FRET, 1 h | 0.33% of 360,000 active | inhibition, % at 20 µM | Small ubiquitin-related modifier 1 (Homo sapiens), P63165; in the data active means inhibition above about 37%
Target sequence (P63165 whole entry, looked up): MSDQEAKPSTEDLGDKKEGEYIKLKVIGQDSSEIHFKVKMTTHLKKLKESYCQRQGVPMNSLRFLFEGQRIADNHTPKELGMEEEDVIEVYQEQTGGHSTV
Tb MetRS inh: T. brucei MetRS inhibitors, primary screen, biochemical, luminescence | purified T. brucei MetRS, ATP depletion, Kinase-Glo luminescence | inhibition, % at 11.9 µM | 0.4% of 360,000 active;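 active means inhibition above a per-plate cutoff of the control wells' mean inhibition plus 3 SD, cut at about 5.5% in these data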;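 further: 0% = DMSO wells median and 100% = median of wells with control inhibitor compound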
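Dosing: 11.9 µM single point; system: parasite MetRS enzyme; technique: luminescence of leftover ATP; times: 15 min enzyme-compound preincubation, 2 h reaction, 10 min detection, 25 °C; replicates: each compound tested once; read-out basis: percent inhibition relative to median high and low control wells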
Scp-1 inhibitor: Scp-1 phosphatase inhibitors, primary screen, biochemical, colorimetric, uHTS; inhibition, % at 20 µM; 0.88% of 340,000 active; Carboxy-terminal domain RNA polymerase II polypeptide A small phosphatase 1 (Homo …; Recombinant Scp1, phosphopeptide, malachite green phosphate absorbance;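 active means inhibition above about 50% at 20 µM, limit read from the data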;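 further: plate controls were DMSO wells with enzyme for no effect and wells lacking enzyme for full effect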
Target sequence (Q9GZU7 76-261 limits assumed): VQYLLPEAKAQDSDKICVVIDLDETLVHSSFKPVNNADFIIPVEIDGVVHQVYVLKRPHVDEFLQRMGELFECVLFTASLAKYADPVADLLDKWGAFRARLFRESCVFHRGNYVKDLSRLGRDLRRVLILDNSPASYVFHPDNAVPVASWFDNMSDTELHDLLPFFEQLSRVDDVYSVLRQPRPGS
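System: SCP-1 catalytic domain; Reagent: Phospho 17-mer peptide substrate; Doses: one concentration, 20 µM, with 1.0% DMSO; Incubation: 45 min room-temperature reaction, 5 min colour, 30 min stabiliser; Signal: Phosphate-binding colour reagent, absorbance read at 630 nm.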
LMPTP block: LMPTP phosphatase inhibitors, primary screen, biochemical, fluorescence intensity, uHTS; recombinant LMPTP-A, OMFP fluorogenic substrate; inhibition, % at 20 µM; 0.22% of 360,000 active;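 active means compounds that cut the enzyme signal by at least half of the control window in the single-dose screen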;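 further: plate controls were DMSO wells with enzyme plus substrate for no effect and substrate without enzyme for full effect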
Target sequence (P24666 whole entry, looked up): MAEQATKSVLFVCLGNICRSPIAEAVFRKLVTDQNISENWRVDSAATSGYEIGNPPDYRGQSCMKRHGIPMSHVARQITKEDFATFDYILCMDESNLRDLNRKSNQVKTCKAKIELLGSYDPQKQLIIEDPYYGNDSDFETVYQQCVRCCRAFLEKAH
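Test system: LMPTP-A, protein tyrosine phosphatase of low molecular weight; Input: 0.625 nM enzyme; Incubation: 50 min dark incubation at room temperature; Signal: endpoint fluorescence intensity from OMFP dephosphorylation; Read-out basis: % inhibition versus control wells.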
STEP block: STEP phosphatase inhibitors, primary screen, biochemical, fluorescence intensity, uHTS; Tyrosine-protein phosphatase non-receptor type 5 (Homo sapiens), P54829; recombinant STEP, OMFP fluorogenic substrate; inhibition, % at 20 µM; 0.25% of 360,000 active;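 active means inhibition at 20 µM, scaled per plate between control wells, above about 37%, limit read from the data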;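 further: 0% = DMSO with enzyme and substrate and 100% = substrate only without enzyme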
Target sequence (P54829 whole entry, looked up): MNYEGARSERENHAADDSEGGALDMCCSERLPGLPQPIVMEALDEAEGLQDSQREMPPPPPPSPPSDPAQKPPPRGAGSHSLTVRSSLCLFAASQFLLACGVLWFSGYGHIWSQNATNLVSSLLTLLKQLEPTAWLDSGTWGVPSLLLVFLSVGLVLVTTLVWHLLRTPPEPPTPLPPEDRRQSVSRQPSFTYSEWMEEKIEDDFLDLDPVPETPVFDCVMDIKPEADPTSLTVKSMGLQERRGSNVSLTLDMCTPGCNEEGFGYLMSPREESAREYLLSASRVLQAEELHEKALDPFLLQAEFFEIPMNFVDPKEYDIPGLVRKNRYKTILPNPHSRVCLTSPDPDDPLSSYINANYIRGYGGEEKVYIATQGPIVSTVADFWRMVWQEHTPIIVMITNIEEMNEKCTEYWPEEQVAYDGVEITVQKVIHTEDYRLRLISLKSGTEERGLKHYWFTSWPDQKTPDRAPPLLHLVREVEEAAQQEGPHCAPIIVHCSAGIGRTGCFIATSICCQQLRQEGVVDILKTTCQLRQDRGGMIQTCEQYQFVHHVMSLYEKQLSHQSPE
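System: STEP (striatal-enriched tyrosine phosphatase) enzyme, cell-free; medium: Bis-Tris pH 6.0 buffer with DTT, detergent; dosing: 20 µM, 1% DMSO; times: reaction 20 min, ambient temperature; detection: fluorescence, 480/540 nm; read-out basis: normalized % inhibition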
Rpn11 block: Rpn11 (PSMD14) deubiquitinase inhibitors, primary screen, biochemical, fluorescence polarization, uHTS. 26S proteasome non-ATPase regulatory subunit 14 (Homo sapiens), O00487. human 26S proteasome, Ub4-pepOG fluorescence polarization; 20S core pre-blocked with epoxomicin. calls only at 20 µM. 0.59% of 360,000 active. AID 588493, 2011;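 active means inhibition at 20 µM, scaled to each plate's controls, above about 33%, limit read from the data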
DNMT1 block: human DNMT1 methyltransferase inhibitors, primary screen, biochemical, molecular beacon, fluorescence, HinP1I cleavage, uHTS; 0.83% of 360,000 active; DNA (cytosine-5)-methyltransferase 1 (Homo sapiens), P26358; inhibition (reported as % activation of signal), % at 10 µM; in the data active means inhibition above about 50%
CSN deneddyl inh: inhibitors of CSN-mediated cullin deneddylation, primary screen, biochemical, fluorescence polarization, uHTS; COP9 signalosome complex subunit 5 (Homo sapiens), Q92905; 0.38% of 360,000 active; inhibition, % at 12.5 µM; Purified CSN, SCF-Nedd8-OG deneddylation; AID 651999, 2013;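 active means pattern-corrected inhibition above about 35%, with an unprinted fluorescence ratio check between 0.5 and 1.5, limit read from the data, passing the limit was not always enough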;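 further: 0% = enzyme with substrate and 100% = substrate without enzyme; some results filed as inactive read as strong as hits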
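assay system = purified human Csn5 enzyme expressed in HEK293T cells | amount = 0.24 nM enzyme | buffer or medium = Tris/NaCl/DTT buffer, pH 7.5 | reagent = 10 nM SCFSkp2-Nedd8OG | compound = one concentration, 12.5 µM, 0.25% DMSO | times = 90 min reaction at room temperature | signal = FP | read-out basis = % inhibition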
NadD inh: inhibitors of S. aureus NadD, primary screen, biochemical, colorimetric, uHTS | Nicotinate-nucleotide adenylyltransferase NadD (Staphylococcus aureus N315) | purified NadD enzyme, colorimetric absorbance read-out | inhibition, % at 20 µM | 0.78% of 360,000 active; in the data active means inhibition above about 26%; further: some compounds past the cut are filed as inactive
MLLE-PAM2 inh: inhibitors of PABP1 MLLE–PAM2 peptide binding, primary screen, biochemical, fluorescence polarization, FITC-PAM2, GST-MLLE. AID 588489, 2011. inhibition, % at 20 µM. Polyadenylate-binding protein 1 (Homo sapiens), P11940. 0.36% of 360,000 active; in the data active means inhibition above about 35%, passing the limit was not always enough;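 further: plate controls were DMSO wells with GST-MLLE for no effect and wells lacking GST-MLLE protein for full effect; some results filed as inactive read as strong as hits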
The depositor's hits bear a star; i = inactive; nt = not tested or not shown.

SMILES	SUMO1-SIM PPI	Tb MetRS inh	Scp-1 inhibitor	LMPTP block	STEP block	Rpn11 block	DNMT1 block	CSN deneddyl inh	NadD inh	MLLE-PAM2 inh
CC(C)CC(=O)NC(=S)Nc1sc2c(c1C(N)=O)CCC2	-3	-0.2	-1	0.7	3	i	3	-2	5	21
CSc1ccc(/C=C/C(=O)NC23CC4CC(CC(C4)C2)C3)cc1	-1	-0.4	-5	-0.3	4	i	-1	4	0	-10
CC(C)CC(=O)N1CCN(Cc2cccc([N+](=O)[O-])c2)CC1	-13	-2.0	2	-0.3	-3	i	7	1	-2	6
CCOC(=O)C1=C[C@@H](C(C)(C)C)N(S(=O)(=O)c2ccc(C)cc2)[C@H]1c1ccc(C)cc1	1	-0.5	nt	0.4	4	i	-2	-6	4	12
CCCNS(=O)(=O)/C=C/c1ccccc1	-1	-0.6	-6	-0.3	-3	i	2	0	-10	8
COc1ccc(NC(=O)C(CCS(C)(=O)=O)N2C(=O)c3ccccc3C2=O)cc1 (stereo not drawn)	-2	-0.7	0	-1.4	-2	i	0	-3	-3	3
O=C1c2ccc(-c3ccc(F)cc3OCc3ccccc3)cc2S(=O)(=O)c2cccc(C(=O)N3CCN(c4ncc(Cl)cc4Cl)CC3)c21	0	0.7	6	-0.3	6	i	4	-6	61*	3
CCC(=O)N1CCc2cc(Br)cc(S(=O)(=O)C3(C(=O)OC)CC3)c21	4	-1.2	-1	-3.4	-1	i	3	-2	-2	-9
COc1ccc(CCC(=O)Nc2cnc3ccccc3c2)cc1	5	-0.3	6	-1.0	-4	i	1	-3	-4	9
COC(=O)c1ccccc1NC(=O)CSc1nnc(Cc2ccc(Cl)cc2)o1	1	-0.4	-9	0.0	2	i	-12	4	-1	30
Cc1ccc(-n2cc3c(=O)n(C)c(=O)n(C)c3c2)cc1C	-2	-1.2	-7	-1.7	5	i	0	-1	-4	7
COc1ccccc1/C=C(/C(=O)OCC(N)=O)c1ccccc1	0	-0.4	-3	-0.3	-2	i	-1	3	-3	-8
c1ccc(Cn2nnc3c(NCc4ccc5c(c4)OCO5)ncnc32)cc1	4	-0.8	-4	-0.2	1	i	8	1	-5	0
COc1ccc(/C=N/Nc2ccc(C(F)(F)F)cc2[N+](=O)[O-])cc1	-3	0.2	-4	0.4	2	i	14	-2	-3	-6
COC(=O)c1cc(COC(=O)c2nc3nc(C)cc(C)n3n2)oc1C	2	-0.6	3	-1.4	-1	i	-7	3	-9	10
CCc1cc(=O)oc2cc(C)cc(OC(C)C(=O)NCCN3CCOCC3)c12 (stereo not drawn)	-1	-0.3	-8	-0.4	-3	i	2	2	1	-14
O=C(C1=C[C@H](C2CC2)C[C@H](OCc2ccc(CO)cc2)O1)N1CCN(Cc2ccccc2)CC1	-1	-0.2	0	-0.3	0	i	3	2	3	15
Cc1ccc(C(=O)C(C)Sc2nnc(N)s2)cc1 (stereo not drawn)	-1	0.8	-1	-0.7	-3	i	1	-7	-6	0
CN(C)C(=O)CCc1ccc2c3c([nH]c2c1)[C@]1(C)[C@@H](C(=O)N2CCCCC2)C[C@H](CC(=O)NCCC2=CCCCC2)C(=O)N1CC3	2	-0.1	7	-0.9	3	i	3	2	6	-4
CCC(=O)N1CCC2(CC1)Oc1ccc(F)cc1C(=O)C21CC(c2ccc(Cl)cc2)=NO1 (stereo not drawn)	-3	-0.1	-7	0.9	1	i	-2	1	2	11
COC(=O)c1ccc(-n2nnnc2SCC(=O)N2CCCCC2)cc1	1	0.2	-5	-0.6	0	i	5	-6	-1	12
CN1CCN(c2ccc(Cl)cc2NC(=O)c2ccc(S(=O)(=O)N(C)C)cc2)CC1	-3	-0.9	-2	-0.5	0	i	-3	2	-7	3
OCCNCc1cc(Br)ccc1OCc1ccc(F)cc1	3	-1.1	3	2.2	-1	i	-3	-2	-6	-8
CC(=O)C1=C(C)N(Cc2ccccc2)C(=O)N[C@@H]1c1cccc(C(F)(F)F)c1	3	-0.2	-2	-0.5	-2	i	-1	1	-1	1
Cc1ccc(N(Cc2ccc(C(=O)NCCSc3ccccn3)cc2)S(C)(=O)=O)cc1C	-1	-0.3	1	-1.5	-1	i	-1	-13	-2	-1
O=C1NC[C@H](CCCCN2CCN(CCc3ccccc3)C(=O)C2=O)N(CC2CCCCC2)C1=O	1	0.2	nt	-1.8	nt	nt	nt	5	4	nt
C=CCNC(=O)c1ccccc1NC(=O)COc1ccc(OC)cc1	-2	-0.1	-3	-0.6	3	i	2	-8	-5	12
CN(C(=O)CSc1nc2ccccc2c(=O)n1C)C1CCS(=O)(=O)C1 (stereo not drawn)	1	0.3	22	-1.0	-2	i	7	0	2	-17
O=C(NN1C(=O)c2ccccc2NC1c1ccco1)c1ccc(Br)cc1 (stereo not drawn)	4	0.1	-3	-0.4	-2	i	1	10	8	8
CCOCc1c(C(=O)OCC(=O)/C(C#N)=C(\C)N)oc2ccccc12	-3	-1.4	2	-0.6	2	i	2	-4	-5	4
COc1ccc(Cl)cc1C1=CC(=O)C[C@H](c2ccc(F)cc2)C1	-2	0.1	-9	3.2	1	i	14	-1	-16	-1
O=[N+]([O-])c1cccc(CN2[C@@H](Cc3ccccc3)COCCS2(=O)=O)c1	-27	-0.6	-2	-1.5	2	i	3	4	-2	-10
CN(C)CC(C)(C)CNC(=O)C1CCN(CCCc2ccccc2)CC1	-3	-0.3	-11	-3.7	3	i	1	-1	5	6
Cc1cnc(C(=O)OC(C)C(=O)Nc2ccc(Oc3ccccc3)cc2)cn1 (stereo not drawn)	-3	-0.4	-8	0.4	-2	i	-2	-2	-6	-1
c1ccc2c3n(nc2c1)CCCCO3	1	-0.7	3	-3.1	-1	i	4	3	1	6
CN(C)c1ccc(CNC(=O)C2Cc3c(-c4cccc(C(N)=O)c4)ccnc3O2)cc1 (stereo not drawn)	12	-0.4	nt	-0.4	0	i	-1	-4	-5	4
CCCCC12CN3CCN(CC(C3)/C1=N\NC(=O)c1ccccc1N)C2	-3	-1.2	2	0.0	-1	i	-2	-1	-1	7
CCOc1ccc(-c2c[n+](=O)c3c(n2[O-])CCCC3)c(OCC)c1	-16	-0.5	-6	-2.5	-2	i	0	0	-6	4
CC(=O)Nc1ccc(-n2c(C)ccc2-c2ccccc2)cc1	6	-1.5	-2	-1.1	4	i	-5	7	-4	7
CC1CN(CC(O)COc2ccc(C(C)C)cc2)CC(C)O1 (stereo not drawn)	-1	-0.1	-6	-1.3	-5	i	-1	4	5	-13

NadD inh, what is marked active above
SMILES,SUMO1-SIM PPI,Tb MetRS inh,Scp-1 inhibitor,LMPTP block,Rpn11 block,DNMT1 block,CSN deneddyl inh,NadD inh,MLLE-PAM2 inh
O=C1c2ccc(-c3ccc(F)cc3OCc3ccccc3)cc2S(=O)(=O)c2cccc(C(=O)N3CCN(c4ncc(Cl)cc4Cl)CC3)c21,0,0.7,6,-0.3,i,4,-6,61*,3

Following part:
SMILES	SUMO1-SIM PPI	Tb MetRS inh	Scp-1 inhibitor	LMPTP block	STEP block	Rpn11 block	DNMT1 block	CSN deneddyl inh	NadD inh	MLLE-PAM2 inh
O=C(Nc1ccccc1)C1=C(O)CC(c2ccoc2)CC1=Nc1ccccc1 (stereo not drawn)	-3	-1.3	-1	3.9	-2	i	2	9	6	1
CCc1ccc(OC)c(S(=O)(=O)Nc2ccc(Cc3ccncc3)cc2)c1	-4	0.5	-3	1.0	-2	i	-4	6	-2	6
Cc1nc(N2CCN(C(c3ccccc3)c3ccccc3)CC2)[nH]c(=O)c1C	0	0.3	0	0.1	1	i	2	3	-6	5
COC(=O)/C(=C/c1cccc([N+](=O)[O-])c1)NC(=O)c1ccc(OC)cc1	-18	-0.2	2	-1.4	1	i	2	-5	-1	-7
COc1ccc(-c2c[n+](CC(=O)N3c4ccccc4Sc4ccccc43)c3n2CCC3)cc1	-5	0.3	7	5.8	-1	i	6	5	2	22

Grouped by structure, those above with fluorine.
SMILES	SUMO1-SIM PPI	Tb MetRS inh	Scp-1 inhibitor	LMPTP block	STEP block	Rpn11 block	DNMT1 block	CSN deneddyl inh	NadD inh	MLLE-PAM2 inh
O=C1c2ccc(-c3ccc(F)cc3OCc3ccccc3)cc2S(=O)(=O)c2cccc(C(=O)N3CCN(c4ncc(Cl)cc4Cl)CC3)c21	0	0.7	6	-0.3	6	i	4	-6	61*	3
COc1ccc(/C=N/Nc2ccc(C(F)(F)F)cc2[N+](=O)[O-])cc1	-3	0.2	-4	0.4	2	i	14	-2	-3	-6
CCC(=O)N1CCC2(CC1)Oc1ccc(F)cc1C(=O)C21CC(c2ccc(Cl)cc2)=NO1 (stereo not drawn)	-3	-0.1	-7	0.9	1	i	-2	1	2	11
OCCNCc1cc(Br)ccc1OCc1ccc(F)cc1	3	-1.1	3	2.2	-1	i	-3	-2	-6	-8
CC(=O)C1=C(C)N(Cc2ccccc2)C(=O)N[C@@H]1c1cccc(C(F)(F)F)c1	3	-0.2	-2	-0.5	-2	i	-1	1	-1	1
COc1ccc(Cl)cc1C1=CC(=O)C[C@H](c2ccc(F)cc2)C1	-2	0.1	-9	3.2	1	i	14	-1	-16	-1

Assay outcomes deposited in PubChem BioAssay by several laboratories.
